Vc quorum ag: induces V. cholerae light production without autoinducers. activation, % at 18.7 µM. V. cholerae BH1578 lux reporter, luminescence, 6 h. 350,000 compounds, 0.16% hits. AID 588436; in the data active = activation mostly above about 9.7%, no sharp cut-off; note: not every result past the cut was called active; inactives centre near 0; reference of the scale not given here
TcdB GH inh: TcdB glycohydrolase inhibition | P18177 | TcdB glycohydrolase enzymatic assay, plate reader | inhibition, % at 9.99 µM | 350,000 compounds, 0.24% hits | AID 652162; in the data active = inhibition above about 10%
Target sequence (P18177 whole entry, looked up): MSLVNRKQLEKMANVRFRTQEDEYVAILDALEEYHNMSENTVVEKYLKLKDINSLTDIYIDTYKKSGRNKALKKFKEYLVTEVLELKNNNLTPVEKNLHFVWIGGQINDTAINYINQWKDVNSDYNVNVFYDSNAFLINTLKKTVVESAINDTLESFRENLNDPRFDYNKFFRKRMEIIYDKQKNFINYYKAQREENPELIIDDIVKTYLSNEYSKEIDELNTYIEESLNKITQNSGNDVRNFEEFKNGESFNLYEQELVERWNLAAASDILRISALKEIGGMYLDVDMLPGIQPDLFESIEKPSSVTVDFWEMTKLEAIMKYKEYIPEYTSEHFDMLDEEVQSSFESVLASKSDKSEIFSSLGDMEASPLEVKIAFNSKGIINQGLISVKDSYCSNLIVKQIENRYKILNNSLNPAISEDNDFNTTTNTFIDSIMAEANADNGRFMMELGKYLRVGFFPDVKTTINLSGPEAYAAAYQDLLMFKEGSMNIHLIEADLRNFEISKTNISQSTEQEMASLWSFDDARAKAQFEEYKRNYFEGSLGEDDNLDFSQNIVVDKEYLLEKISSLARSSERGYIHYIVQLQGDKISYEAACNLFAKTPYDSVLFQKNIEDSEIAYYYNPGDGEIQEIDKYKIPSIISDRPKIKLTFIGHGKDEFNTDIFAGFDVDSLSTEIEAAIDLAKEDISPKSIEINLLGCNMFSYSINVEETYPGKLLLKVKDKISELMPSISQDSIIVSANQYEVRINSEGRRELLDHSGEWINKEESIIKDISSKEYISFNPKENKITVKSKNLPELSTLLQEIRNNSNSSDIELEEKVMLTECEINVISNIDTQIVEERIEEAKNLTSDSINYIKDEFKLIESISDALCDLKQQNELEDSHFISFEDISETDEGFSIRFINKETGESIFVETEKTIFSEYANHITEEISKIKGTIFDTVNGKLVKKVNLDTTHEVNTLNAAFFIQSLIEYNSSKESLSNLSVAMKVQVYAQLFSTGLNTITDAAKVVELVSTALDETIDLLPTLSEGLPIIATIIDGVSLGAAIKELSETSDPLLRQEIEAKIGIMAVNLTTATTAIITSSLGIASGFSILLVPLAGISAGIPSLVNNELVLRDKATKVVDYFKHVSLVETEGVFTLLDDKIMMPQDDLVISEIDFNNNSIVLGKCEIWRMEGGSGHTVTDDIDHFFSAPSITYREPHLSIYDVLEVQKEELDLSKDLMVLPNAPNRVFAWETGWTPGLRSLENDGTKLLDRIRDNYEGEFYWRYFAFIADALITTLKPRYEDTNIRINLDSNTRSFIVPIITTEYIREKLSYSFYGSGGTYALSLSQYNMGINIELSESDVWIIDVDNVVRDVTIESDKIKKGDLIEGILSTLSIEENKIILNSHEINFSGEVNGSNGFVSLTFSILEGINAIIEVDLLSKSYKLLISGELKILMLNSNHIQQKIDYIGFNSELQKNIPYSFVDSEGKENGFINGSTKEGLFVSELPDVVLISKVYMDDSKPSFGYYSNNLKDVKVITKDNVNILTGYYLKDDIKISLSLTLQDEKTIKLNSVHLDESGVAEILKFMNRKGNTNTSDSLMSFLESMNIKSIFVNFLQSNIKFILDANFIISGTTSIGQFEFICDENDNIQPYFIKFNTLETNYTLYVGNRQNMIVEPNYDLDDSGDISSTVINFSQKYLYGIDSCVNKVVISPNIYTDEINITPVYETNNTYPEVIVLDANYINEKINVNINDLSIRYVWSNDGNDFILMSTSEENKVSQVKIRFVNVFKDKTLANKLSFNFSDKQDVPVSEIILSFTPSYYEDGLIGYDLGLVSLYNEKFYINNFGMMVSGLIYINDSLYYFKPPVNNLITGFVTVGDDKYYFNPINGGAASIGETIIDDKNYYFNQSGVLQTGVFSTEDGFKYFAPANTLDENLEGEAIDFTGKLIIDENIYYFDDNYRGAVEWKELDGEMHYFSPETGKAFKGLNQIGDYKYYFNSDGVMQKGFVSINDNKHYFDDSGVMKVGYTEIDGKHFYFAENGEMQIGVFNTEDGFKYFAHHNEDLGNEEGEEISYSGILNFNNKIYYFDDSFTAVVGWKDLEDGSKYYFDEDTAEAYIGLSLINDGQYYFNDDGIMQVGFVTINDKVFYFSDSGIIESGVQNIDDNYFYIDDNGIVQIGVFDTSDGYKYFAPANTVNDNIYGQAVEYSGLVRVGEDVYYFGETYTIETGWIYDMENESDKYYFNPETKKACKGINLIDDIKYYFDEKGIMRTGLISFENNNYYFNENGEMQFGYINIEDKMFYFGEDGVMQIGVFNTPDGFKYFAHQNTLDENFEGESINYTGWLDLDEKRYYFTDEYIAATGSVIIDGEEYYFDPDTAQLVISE
PfHsp40 rescue: compounds rescuing yeast from Plasmodium falciparum HSP40 toxicity. S. cerevisiae expressing PfHsp40, growth rescue, ATP luminescence. growth rescue, % at 12.5 µM. AID 504582. 340,000 compounds, 0.68% hits; in the data active = growth rescue above about 28%, passing the limit was not always enough;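 note: yeast W303a lacking pdr1 and pdr3 grown in galactose medium; growth measured after three days at 30 °C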
GDH-TPI counter: counter-screen for M. tuberculosis FBA inhibitors: GDH-TPI coupled enzymes; GDH-TPI coupled enzyme counterscreen, NADH absorbance; inhibition, % at 4.8 µM; 360,000 compounds, 1.2% hits; AID 588335; in the data active = inhibition above about 30%;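 note: 0% = DMSO wells and 100% = wells lacking the enzyme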
FadD28 binding: inhibitors of Mycobacterium tuberculosis FadD28 bisubstrate binding | AID 588549 | inhibition, % at 12.5 µM | FadD28 bisubstrate probe binding, fluorescence polarization | 360,000 compounds, 0.22% hits; in the data active = inhibition above about 8.5%, passing the limit was not always enough
Mtb UGM inh: inhibitors of M. tuberculosis UDP-galactopyranose mutase. P9WIQ1. purified UGM, fluorescence polarization probe displacement. inhibition, % at 10 µM. 320,000 compounds, 0.06% hits; in the data active = inhibition above about 10%, passing the limit was not always enough
BioA inh: inhibitors of Mycobacterium tuberculosis BioA enzyme; purified M. tuberculosis BioA enzyme, plate reader; inhibition, % at 9.99 µM; 360,000 compounds, 0.096% hits; AID 602481; in the data active = inhibition above about 40%
FBA Mtb inh: inhibitors of M. tuberculosis fructose-bisphosphate aldolase; purified M. tuberculosis FBA, fluorescence read-out; inhibition, % at 1 µM; 360,000 compounds, 2.3% hits; in the data active = inhibition above about 27%;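 note: 0% = vehicle and 100% = reference inhibitor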
Y pestis TopoI: Y. pestis Topo-I inhibition via cleavage products. Y. pestis Topo-I cleavage product accumulation, plate reader. activity, % at 10 µM. 360,000 compounds, 0.064% hits; in the data active = activity above about 50%, passing the limit was not always enough; note: inactives centre near 2
* marks the source's active call; other numbers are inactive results; i = inactive; · = not tested or not shown; & = joins results of further samples. Compounds were not picked by outcome; any-hit rate near 4.6%.

SMILES	Vc quorum ag	TcdB GH inh	PfHsp40 rescue	GDH-TPI counter	FadD28 binding	Mtb UGM inh	BioA inh	FBA Mtb inh	Y pestis TopoI
O=C(Nc1ccc(Cl)cc1)Nn1cnc2ccccc2c1=O	-0.6	1.7	-0.1	-4	-4.8	0.5	-3.8	3	-7
COc1ccc(-c2c(C)nn(-c3ccccc3)c2N)cc1	i	·	-1.2	0	0.1	-1.9	·	-1	-1
COCn1c(-c2ccc(OC)c(OC)c2)nc2ccccc21	·	·	0.6	1	-1.6	0.2	7.4	14	4
CCOc1ccc2nc(-c3ccccc3)nc(SCC(=O)OC)c2c1	i	1.2	-2.0	3	-3.6	-0.6	-0.8	-3	-4
CCOc1ccc(N2C(=O)CC(Cc3ccccc3OC)C2=O)cc1 (centres undefined)	-0.4	-0.4	-0.3	-1	-2.0	-0.3	0.0	-1	-7
CC1Cc2ccccc2N1C(=O)COC(=O)c1ccco1 (centres undefined)	-0.3	0.6	·	5	-2.2	·	0.2	7	2
Fc1ccccc1OCC1CCCN(Cc2nc(CC3CC3)no2)C1 (centres undefined)	-0.1	1.5	0.6	3	-17	-2.2	·	2	24
N#CC1=C(N)S[C@@H](C(=O)c2ccc(F)cc2)[C@@H]1c1cccs1	-0.2	·	0.7	-10	-1.8	0.8	·	-13	-7
O=C1N/C(=C/c2cccs2)C(=O)N1Cc1ccccc1F	3.9	3.4	-0.2	6	-0.5	-0.8	·	4	-3
O=C(O)CN(CCc1ccccc1)S(=O)(=O)c1ccccc1	-0.5	2.1	-0.4	1	0.1	-1.4	3.0	-2	8

Six successive records from above:
SMILES	Vc quorum ag	TcdB GH inh	PfHsp40 rescue	GDH-TPI counter	FadD28 binding	Mtb UGM inh	BioA inh	FBA Mtb inh	Y pestis TopoI
O=C(Nc1ccc(Cl)cc1)Nn1cnc2ccccc2c1=O	-0.6	1.7	-0.1	-4	-4.8	0.5	-3.8	3	-7
COc1ccc(-c2c(C)nn(-c3ccccc3)c2N)cc1	i	·	-1.2	0	0.1	-1.9	·	-1	-1
COCn1c(-c2ccc(OC)c(OC)c2)nc2ccccc21	·	·	0.6	1	-1.6	0.2	7.4	14	4
CCOc1ccc2nc(-c3ccccc3)nc(SCC(=O)OC)c2c1	i	1.2	-2.0	3	-3.6	-0.6	-0.8	-3	-4
CCOc1ccc(N2C(=O)CC(Cc3ccccc3OC)C2=O)cc1 (centres undefined)	-0.4	-0.4	-0.3	-1	-2.0	-0.3	0.0	-1	-7
CC1Cc2ccccc2N1C(=O)COC(=O)c1ccco1 (centres undefined)	-0.3	0.6	·	5	-2.2	·	0.2	7	2

More entries
SMILES	Vc quorum ag	TcdB GH inh	PfHsp40 rescue	GDH-TPI counter	FadD28 binding	Mtb UGM inh	BioA inh	FBA Mtb inh	Y pestis TopoI
CCOc1ncccc1C(=O)OCC(=O)NCc1ccc(C(=O)OC)cc1	i	0.6	-1.1	-4	0.0	1.3	1.0	-2	3
COc1cccc(CNC(=O)N2CCN(c3ccccc3)CC2)c1	-1.5	0.7	0.0	2	-3.4	0.1	-0.5	-5	7
COc1ccc(-c2ncnc(C(F)(F)F)c2-c2csc(C)n2)c(O)c1	i	1.6	3.1	-1	-1.7	-0.8	·	0	0
O=C(NCCS(=O)(=O)N1CCN(c2ccccc2)CC1)c1ccc(Br)o1	i	2.9	-0.1	9	0.3	5.6	-2.1	2	-4
CC(C)C(c1nnnn1C(C)(C)C)N1CCN(Cc2cccnc2)CC1 (centres undefined)	i	-0.2	-2.5	2	0.6	0.8	2.3	1	-2
CCN(CC)S(=O)(=O)c1ccc(N2CCOCC2)c(NC(=O)c2ccc3ccccc3c2)c1	-0.3	·	1.0	12	-2.2	-0.5	·	0	12
CCCOc1ccc(C(=O)OCCN2CCCCC2)c(O)c1	-1.0	-0.2	-1.6	0	-2.5	2.1	·	-1	0
Cc1ccc(/C=C/C(=O)NCc2ccccn2)o1	-0.7	·	-2.3	12	0.2	0.2	·	0	8
COC(=O)c1cc(OC)c(OC)cc1NC(=O)Cn1nnc(-c2ccccc2Cl)n1	i	·	0.0	-7	-2.3	-1.6	·	-5	-8
Cc1nc(NC(=O)C2CC2)sc1C(=O)Nc1ccccc1	0.9	1.6	-0.2	-3	-3.2	3.1	-0.3	0	-10
O=C(NNC(=O)c1cc(S(=O)(=O)N2CCCCC2)ccc1Cl)c1ccccc1O	-1.5	0.6	92*	5	·	2.2	-1.6	-1	-1
COc1ccccc1OCC(=O)Nc1ccc(NC(=O)COc2ccccc2OC)cc1	i	0.3	-0.7	9	-1.8	-2.2	0.3	1	9
CCn1c(C2CCN(S(=O)(=O)c3ccc(OC)cc3)CC2)n[nH]c1=S	-0.3	7.5	-0.1	-1	-0.2	-0.9	0.9	3	10
COCCCn1c(SCC(=O)Nc2ccc(C)cc2)nc2ccccc2c1=O	i	0.4	-0.3	-5	-0.4	0.3	·	4	6
COCCNC(=O)CSc1ccc(C)cc1	-0.6	·	0.2	-2	-2.5	-0.1	-0.1	0	10
CN(C)CCCN(C(=O)COc1ccc(Cl)cc1)c1nc2cc3c(cc2s1)OCO3	0.3	3.4	-1.0	5	-2.5	4.0	0.0	4	-21
COc1ccccc1NC(=O)CSc1nc2ccccc2c(=O)n1CCNC(C)=O	-0.3	·	-0.3	14	-0.7	-2.1	6.3	-2	10
C[C@@H]1CN([C@@H](C)CO)C(=O)c2cc(C#CC(C)(C)O)cnc2O[C@@H]1CN(C)C(=O)c1ccccc1F	1.0	0.2&0.9&1.8	·	-4	-3.5	·	0.0&-0.4&4.8	2	5
O=S(=O)(Nc1ncccn1)c1cc(Cl)ccc1Cl	-0.7	-6.3	-2.1	7	-2.1	-1.2	-1.8	-2	1
COc1ccccc1Nc1nc(N)nc(CN2CCN(c3ccccc3F)CC2)n1	-1.6	·	-2.1	1	-1.4	-0.6	·	2	11

An excerpt of these results, in CSV form.
molecule,Vc quorum ag,TcdB GH inh,PfHsp40 rescue,GDH-TPI counter,FadD28 binding,Mtb UGM inh,BioA inh,FBA Mtb inh,Y pestis TopoI
COCCNC(=O)CSc1ccc(C)cc1,-0.6,·,0.2,-2,-2.5,-0.1,-0.1,0,10
CN(C)CCCN(C(=O)COc1ccc(Cl)cc1)c1nc2cc3c(cc2s1)OCO3,0.3,3.4,-1.0,5,-2.5,4.0,0.0,4,-21
COc1ccccc1NC(=O)CSc1nc2ccccc2c(=O)n1CCNC(C)=O,-0.3,·,-0.3,14,-0.7,-2.1,6.3,-2,10
C[C@@H]1CN([C@@H](C)CO)C(=O)c2cc(C#CC(C)(C)O)cnc2O[C@@H]1CN(C)C(=O)c1ccccc1F,1.0,0.2&0.9&1.8,·,-4,-3.5,·,0.0&-0.4&4.8,2,5
O=S(=O)(Nc1ncccn1)c1cc(Cl)ccc1Cl,-0.7,-6.3,-2.1,7,-2.1,-1.2,-1.8,-2,1
COc1ccccc1Nc1nc(N)nc(CN2CCN(c3ccccc3F)CC2)n1,-1.6,·,-2.1,1,-1.4,-0.6,·,2,11

More records.
SMILES	Vc quorum ag	TcdB GH inh	PfHsp40 rescue	GDH-TPI counter	FadD28 binding	Mtb UGM inh	BioA inh	FBA Mtb inh	Y pestis TopoI
Cc1c(C(=O)OCC(=O)N2C(C)CCCC2C)oc2ccccc12 (centres undefined)	-0.3	1.0	0.5	-2	2.3	-1.2	2.3	8	5
CCOC(=O)CCNC(=O)N1CCC(CCOc2ccccc2)(C(=O)OCC)CC1	-0.6	0.0	0.3	-10	-5.0	1.3	-0.1	2	0
O=C(Nc1c(C(=O)N2CCOCC2)oc2ccccc12)c1cccc([N+](=O)[O-])c1	-0.3	-0.1	2.0	16	0.1	1.8	-0.8	-2	0
CCCCNC(=O)COC(=O)CCC(=O)c1cccs1	-2.7	0.8	1.1	-5	-5.8	-0.4	·	-2	3
COc1ccc(N2CCN(S(=O)(=O)c3cc(Br)cnc3N)CC2)cc1	-0.3	6.6	0.4	8	-1.0	1.4	-1.7	1	1
COC1=CC(=O)OC(/C=C/c2ccccc2)C1 (centres undefined)	i	-3.9	0.6	3	-0.8	0.1	0.1	6	-4
CC(=O)Nc1ccc(S(=O)(=O)NCCc2csc(-c3cccnc3)n2)cc1	i	0.8	0.1	-6	-4.4	-4.9	6.6	2	3
CCCCN1C(=O)C(=O)N(CC(=O)Nc2sc(C)c(CC)c2C(=O)OCC)C1=O	i	-0.4	1.1	4	-1.1	-0.3	-0.5	1	-3
CSc1nnc(CNC(=O)c2ccccc2)n1-c1cccc(C)c1	-0.4	-7.5	-0.1	0	-0.4	0.9	0.3	4	3
CC1(C)Cc2ccccc2/C(=C/C(=O)c2ccccc2)N1	i	-7.2	0.4	4	-3.6	0.2	3.5	0	4
COc1ccccc1NC(=O)COC(=O)Cn1c(C)csc1=O	-2.6	-0.9	·	5	-1.0	·	9.5	1	5
CCCCN(C=O)c1c(CC)nc2ccc(C(=O)N3CCN(C(=O)c4ccco4)CC3)cn12	0.0	0.8	·	-5	1.0	·	1.7	0	-5
N#Cc1cccnc1N1CCN(C(=O)c2ccco2)CC1	-0.5	0.5	-1.3	9	-4.0	-1.8	·	17	0
Cc1ccc2cccc(OCc3nnc(SCC(=O)O)n3C)c2n1	i	1.9	0.1	3	-2.3	0.1	·	5	-2
CCOc1ccc(C(=O)NCCO)cc1	i	1.1	-1.7	7	-2.4	1.7	·	1	-3
CCOC(=O)C(C(=O)Nc1ccccc1)C1CCCCC1 (centres undefined)	·	·	0.0	8	-2.0	-1.4	-1.8	1	5
Nc1nc(SCC(=O)NCc2ccccc2)[nH]c(=O)c1NC(=O)c1ccccc1F	-0.2	·	-1.5	8	0.1	0.9	2.1	1	-2
CN(C)/C(=N\S(=O)(=O)c1ccccc1)c1ccc(F)cc1	i	3.9	1.7	-1	-1.0	0.6	0.2	1	-1
O=C(O)CCC(NS(=O)(=O)c1ccc(N2CCCC2=O)cc1)C(=O)O (centres undefined)	-0.4	0.8	-0.3	6	-3.0	-1.0	-1.9	0	5
Cc1cc(C)cc(NS(=O)(=O)c2cnc(Cl)c(Cl)c2)c1	0.6	·	-0.3	-6	-1.1	2.6	0.3	0	-2
CCc1cccc2c(C(=O)COC(=O)c3nn(C)c(=O)c4ccccc34)c[nH]c12	i	·	0.2	10	1.4	-0.1	-1.7	6	-10
CSc1ccccc1C(=O)C1CCCN(C(=O)CCN2CCCO2)C1 (centres undefined)	-0.4	0.6	-0.1	10	0.3	-1.4	·	1	-1
Cc1ccccc1C(=O)NCCSc1ccccc1	-3.4	·	0.6	1	-0.9	3.0	0.6	2	5
C[C@H](CCC(=O)O)[C@H]1CC[C@H]2[C@@H]3C(=O)C[C@@H]4CC(=O)CC[C@]4(C)[C@H]3CC(=O)[C@]12C	i	0.7	-1.2&-0.6	12	-0.6	1.0	-3.3&6.6	3	-4
CCCCc1cc(=O)oc2cc(OCC(=O)NCc3ccccn3)c(Cl)cc12	i	0.7	0.4	3	0.8	-0.5	-1.7	1	-1
CN(CC(=O)Nc1ccccc1Cl)C(=O)CSC(=S)N1CCCC1	1.5	2.6	-3.7	9	-0.4	-0.4	-0.8	6	-4
Cc1ccc(S(=O)(=O)N2CCC(C)CC2)cc1C(=O)NCc1ccccn1	-0.1	1.1	0.0	-6	2.7	-2.5	1.0	2	-7
O=C(OCCOc1ccccc1F)c1cccc(S(=O)(=O)N2CCOCC2)c1	0.0	-0.3	0.7	13	0.6	-1.4	-6.3	2	11
COc1ccc(Cc2nnc(SCC(=O)Nc3cc(Cl)ccc3OC)[nH]c2=O)cc1	0.7	1.8	-1.1	0	-3.7	-2.7	0.4	-2	10
